PAFAH1B2 FP inh = PAFAH1B2 enzyme inhibitors, primary screen, biochemical, fluorescence polarization, human. 340,000 tested, 1.2% active. recombinant PAFAH1B2, FP-rhodamine activity probe. inhibition, % at 3.39 µM;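 active = inhibition above the mean of all tested compounds plus 3 SD, cut at about 24% in these data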;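 also: 0% = enzyme with DMSO and 100% = wells lacking PAFAH1B2; many of its hits are not listed in these tables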
Target sequence (P68402 whole entry, looked up): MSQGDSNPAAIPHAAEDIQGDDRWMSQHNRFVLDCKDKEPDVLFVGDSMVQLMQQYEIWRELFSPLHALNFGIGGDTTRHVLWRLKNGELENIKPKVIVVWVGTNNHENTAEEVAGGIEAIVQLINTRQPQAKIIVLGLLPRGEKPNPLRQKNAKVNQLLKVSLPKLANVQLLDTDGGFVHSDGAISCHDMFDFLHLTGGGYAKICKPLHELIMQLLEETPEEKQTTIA
ZTA counter = ZTA (EBV) inhibition in EBNA-1 counter-screen. P03206. ZTA-DNA binding, fluorescence polarization. inhibition, % at 11 µM. 320,000 tested, 0.15% active. AID 2234; in the data active = inhibition above about 33%
Target sequence (P03206 whole entry, looked up): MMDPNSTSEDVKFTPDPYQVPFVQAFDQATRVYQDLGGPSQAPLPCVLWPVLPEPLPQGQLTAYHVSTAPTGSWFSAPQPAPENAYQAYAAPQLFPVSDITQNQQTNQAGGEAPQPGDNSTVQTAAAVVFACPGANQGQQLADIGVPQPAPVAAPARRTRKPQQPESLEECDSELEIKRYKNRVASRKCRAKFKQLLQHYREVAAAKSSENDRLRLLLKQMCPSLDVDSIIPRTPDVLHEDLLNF
LYPLA2 inh = LYPLA2 inhibitors, primary screen, counter-screen for PME1 inhibitor project, biochemical, fluorescence polarization, FP-Rh probe ABPP | Acyl-protein thioesterase 2 (Homo sapiens), O95372 | recombinant LYPLA2 | inhibition, % at 5.9 µM | 320,000 tested, 0.38% active | AID 2177, 2009;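 active = inhibition above the screen-wide mean plus 3 SD, limit set per campaign, cut at about 26% in these data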;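 also: 0% = LYPLA2 with DMSO and 100% = wells lacking LYPLA2 enzyme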
Target sequence (O95372 whole entry, looked up): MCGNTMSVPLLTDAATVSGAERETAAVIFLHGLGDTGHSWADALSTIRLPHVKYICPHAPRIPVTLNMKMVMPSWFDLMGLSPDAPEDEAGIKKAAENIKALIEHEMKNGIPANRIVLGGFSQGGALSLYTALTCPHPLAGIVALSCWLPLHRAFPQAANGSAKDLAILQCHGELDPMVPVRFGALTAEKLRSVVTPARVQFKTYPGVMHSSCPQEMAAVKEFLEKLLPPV
EBNA-1 inh = EBNA-1 DNA-binding inhibitors, primary screen, biochemical, fluorescence polarization; inhibition, % at 14.8 µM; 300,000 tested, 0.34% active; in the data active = inhibition above about 28%
pPAFAH FP inh = pPAFAH enzyme inhibitors, primary screen, biochemical, fluorescence polarization, human | Platelet-activating factor acetylhydrolase (Homo sapiens), Q13093 | recombinant pPAFAH, FP-rhodamine probe fluorescence polarization | inhibition, % at 3.39 µM | 330,000 tested, 1.5% active | AID 463082, 2010;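 active = inhibition above the mean inhibition across the screen plus 3 SD, cut at about 25% in these data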;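 also: inhibitors block binding of the rhodamine activity-based probe so polarization drops; 0% = enzyme with DMSO and 100% = wells lacking pPAFAH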
PREPL inh = PREPL enzyme inhibitors, primary screen, biochemical, fluorescence polarization | Prolyl endopeptidase-like (Homo sapiens), Q4J6C6 | recombinant PREPL, fluorescence polarization activity-based probe | inhibition, % at 5.96 µM | 320,000 tested, 0.68% active | AID 2751, 2010; in the data active = inhibition above about 43%;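 also: 0% = enzyme with DMSO and 100% = wells lacking enzyme; many of its hits are not listed in these tables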
PAFAH1B3 FP inh = PAFAH1B3 enzyme inhibitors, primary screen, biochemical, fluorescence polarization, human | inhibition, % at 3.39 µM | 340,000 tested, 0.28% active | AID 492972, 2010 | recombinant PAFAH1B3, FP-rhodamine probe | Platelet-activating factor acetylhydrolase IB subunit alpha1 (Homo sapiens), Q15102;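 active = inhibition above the screen-wide average of all tested compounds plus 3 SD, cut at about 25% in these data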;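 also: 0% = enzyme with DMSO only and 100% = wells lacking PAFAH1B3 protein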
LYPLA1 counter = LYPLA1 inhibitors, primary screen, counter-screen for PME1 inhibitor project, biochemical, fluorescence polarization, FP-Rh probe ABPP. recombinant LYPLA1. inhibition, % at 5.9 µM. 320,000 tested, 0.16% active. AID 2174, 2009;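 active = inhibition above the mean of all tested compounds plus 3 SD, set per campaign, cut at about 14% in these data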;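 also: inhibitors block serine hydrolase probe labeling of LYPLA1 so polarization falls; 0% = enzyme with DMSO and 100% = wells lacking LYPLA1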
Target sequence (O75608 whole entry, looked up): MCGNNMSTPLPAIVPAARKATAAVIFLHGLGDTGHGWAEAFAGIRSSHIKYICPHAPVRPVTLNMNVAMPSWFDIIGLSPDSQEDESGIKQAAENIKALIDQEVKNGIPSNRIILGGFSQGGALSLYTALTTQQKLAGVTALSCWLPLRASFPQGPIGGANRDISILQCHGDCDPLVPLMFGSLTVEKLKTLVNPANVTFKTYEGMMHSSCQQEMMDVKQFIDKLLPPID
PAFAH2 inh = PAFAH2 enzyme inhibitors, primary screen, biochemical, fluorescence polarization, human; recombinant PAFAH2, FP-rhodamine activity probe; Platelet-activating factor acetylhydrolase 2, cytoplasmic (Homo sapiens), Q99487; inhibition, % at 3.39 µM; 340,000 tested, 0.99% active;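 active = inhibition above the mean over all tested compounds plus 3 SD, cut at about 30% in these data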;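 also: inhibitors block probe labeling of enzyme so polarization drops; 0% = enzyme with DMSO and 100% = wells lacking PAFAH2 protein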
* marks the source's active call; other numbers are inactive results; . = no result given. The list is partial; the hit share may differ from the screen's.

SMILES	PAFAH1B2 FP inh	ZTA counter	LYPLA2 inh	EBNA-1 inh	pPAFAH FP inh	PREPL inh	PAFAH1B3 FP inh	LYPLA1 counter	PAFAH2 inh
COc1ccccc1-c1cc(N)n(S(=O)(=O)c2cccc3nsnc23)n1	-2	-3	7	0	7	6	-4	1	-5
Cc1ccc(S(=O)(=O)c2nc(S(C)(=O)=O)sc2N2CCCC2)cc1	2	-6	1	7	7	-1	6	-2	-2
CC(=O)c1c(C)[nH]c(C(=O)COC(=O)c2cc(C)oc2C)c1C	-1	1	1	.	1	-4	0	-4	1
COc1cc(NC(=O)CSc2nnc3ccc(-c4ccncc4)nn23)cc(OC)c1	5	17	-7	-12	0	-25	0	-1	-2
Cc1ccnc(NC(=S)NC(=O)/C=C/c2ccco2)c1	-4	-10	1	-3	11	5	9	-3	12
N/C(Cc1ccc(Cl)cc1)=N\OC(=O)c1cccc2ccccc12	-1	-2	2	1	7	-7	0	-7	19
NNc1nc2c(-c3ccc(F)cc3)nnn2c2ccccc12	-1	-17	-18	0	-3	19	6	-11	-1
NS(=O)(=O)c1ccc(CCNC(=O)c2cccc([N+](=O)[O-])c2)cc1	4	-5	-1	-19	-3	-1	5	0	3
NCCCC(=O)N1c2ccccc2Sc2ccccc21	2	2	-1	0	2	-2	8	3	-5
COc1ccccc1OCC(=O)Nc1sc2c(c1C(N)=O)CCC2	-2	.	.	.	10	19	2	.	5
CSc1nc(C)c2c(c1C#N)CCCC2	4	10	3	7	5	0	11	-3	-9
Cc1csc(NC(=O)c2cccn2C)n1	0	3	4	9	7	-1	4	0	6
COc1cc(CSC)nc(-c2ccccc2)n1	0	-6	1	-5	0	-7	10	2	2
O=C(OCC(=O)c1c[nH]c2ccccc12)c1ccco1	-3	12	-9	3	6	7	-3	-4	3
Cc1cc(O)cc(=O)n1CCc1ccccc1	5	-14	1	-4	-5	7	6	-1	7
Oc1ccc(-c2n[nH]c(=S)n2-c2ccc3c(c2)OCCO3)c(O)c1	3	-7	-2	-6	19	4	4	-2	6
CCCC(=O)C1=C(O)C(C(=O)OC)C(C)(C)CC1=Nc1cccc([N+](=O)[O-])c1 (stereo unspecified)	2	3	7	1	5	9	4	3	-7
O=C(c1ccco1)N1CCN(Cc2c(F)cccc2Cl)CC1	7	0	1	0	13	2	4	-1	1
COc1ccc(C(=O)NCCS(=O)(=O)N2CCc3ccccc3C2)c(OC)c1	2	0	5	8	3	-5	1	3	4
O=C(CCn1[nH]c(=O)c2ccccc2c1=O)NCCO	0	-9	8	-8	3	15	5	4	-2
CCOC(=O)CN1C(=O)C(C)(C)Oc2ccc(C(=O)NC(C)(C)CC)cc21	2	7	-1	6	3	11	-2	3	-9
COc1ccc(NC(=O)/C(=C\c2ccccc2)NC(=O)c2ccco2)cc1	4	8	-4	3	6	-9	7	-2	1
O=C(N/N=C/c1ccccc1)C(=O)N/N=C/c1ccccc1	5	-7	-4	2	7	-2	-1	-5	-8
CCOc1ccc(C2c3c(oc4cc(C)c(C)cc4c3=O)C(=O)N2CCCN2CCOCC2)cc1 (stereo unspecified)	4	10	0	-3	5	13	7	-3	2
CCOC(=O)N/N=C/c1cc(C)n(-c2ccccc2)c1C	-1	-12	6	-2	4	4	-5	5	8
COc1ccc(NC(=O)CSc2nnc(CNC(=O)c3ccco3)o2)cc1	-4	-12	5	3	-1	-9	-3	1	3
CC1CN(Cc2nc3c(c(=O)n(C)c(=O)n3C)n2Cc2ccccc2)CC(C)O1 (stereo unspecified)	3	-3	8	6	-2	23	4	4	0
CC(C)=CCN1CCN(Cc2cnc(N3CCCC3)s2)CC1CCO (stereo unspecified)	1	-6	8	8	3	10	3	5	-2
C/C(=N\NC(=O)c1ccc2ccccc2c1)c1cccnc1	-2	7	2	-1	2	8	9	0	2
Cc1cccc(CC(=O)N2CCC(n3nccc3NC(=O)C3CC3)CC2)c1	-13	2	-1	11	4	-4	0	-2	-3
C=CCN(CC=C)C(=S)NC(=O)/C=C/c1ccc(C)cc1	4	3	-4	-1	2	5	3	0	-3
O=C(O[C@@H](C(=O)O)[C@@H](OC(=O)c1ccccc1)C(=O)O)c1ccccc1	-4	-9	4	.	5	-7	6	1	4
Cc1ccc(O)c(N/C=C/C(=O)c2ccc(F)cc2)c1	8	-3	-4	-10	6	18	2	1	-1
O=C(Nc1c(C(=O)N2CCC(N3CCCCC3)CC2)oc2ccccc12)c1c(F)cccc1F	2	6	7	0	-1	-5	7	2	-5
COc1ccc(CCC(=O)Nc2cc([N+](=O)[O-])ccc2OC)cc1	0	-3	-6	8	3	7	-3	-2	0
CN(C)c1ccc(/C=C2/NC(=O)NC2=O)cc1	7	-11	2	2	-3	5	7	3	0
O=[N+]([O-])c1ccc(/C=N/N2CCN(c3ccncc3S(=O)(=O)N3CCCCC3)CC2)cc1	-5	-7	1	-6	2	16	12	0	3
O=S(=O)(NCc1cn2ccccc2n1)c1cc(F)ccc1F	-1	9	-3	-19	-2	15	13	2	8
COc1ccc(CCNC(=O)COC(=O)CCC(=O)c2ccc(F)cc2)cc1OC	2	-1	-3	-1	0	5	7	0	-6
O=[N+]([O-])c1ccc(O)c(/C=N/Nc2nc3ccccc3[nH]2)c1	35*	1	-3	-4	12	16	16	2	-1

Among those listed so far, these contain a halogen.
SMILES	PAFAH1B2 FP inh	ZTA counter	LYPLA2 inh	EBNA-1 inh	pPAFAH FP inh	PREPL inh	PAFAH1B3 FP inh	LYPLA1 counter	PAFAH2 inh
N/C(Cc1ccc(Cl)cc1)=N\OC(=O)c1cccc2ccccc12	-1	-2	2	1	7	-7	0	-7	19
NNc1nc2c(-c3ccc(F)cc3)nnn2c2ccccc12	-1	-17	-18	0	-3	19	6	-11	-1
O=C(c1ccco1)N1CCN(Cc2c(F)cccc2Cl)CC1	7	0	1	0	13	2	4	-1	1
Cc1ccc(O)c(N/C=C/C(=O)c2ccc(F)cc2)c1	8	-3	-4	-10	6	18	2	1	-1
O=C(Nc1c(C(=O)N2CCC(N3CCCCC3)CC2)oc2ccccc12)c1c(F)cccc1F	2	6	7	0	-1	-5	7	2	-5
O=S(=O)(NCc1cn2ccccc2n1)c1cc(F)ccc1F	-1	9	-3	-19	-2	15	13	2	8
COc1ccc(CCNC(=O)COC(=O)CCC(=O)c2ccc(F)cc2)cc1OC	2	-1	-3	-1	0	5	7	0	-6

Copied from the list:
In PREPL inh, CCOC(=O)CN1C(=O)C(C)(C)Oc2ccc(C(=O)NC(C)(C)CC)cc21 is listed with 11
In EBNA-1 inh, Cc1ccc(O)c(N/C=C/C(=O)c2ccc(F)cc2)c1 is listed with -10
In ZTA counter, COc1ccc(NC(=O)CSc2nnc(CNC(=O)c3ccco3)o2)cc1 is listed with -12
In PAFAH2 inh, O=C(O[C@@H](C(=O)O)[C@@H](OC(=O)c1ccccc1)C(=O)O)c1ccccc1 is listed with 4
In LYPLA2 inh, COc1ccc(CCNC(=O)COC(=O)CCC(=O)c2ccc(F)cc2)cc1OC is listed with -3
In pPAFAH FP inh, C/C(=N\NC(=O)c1ccc2ccccc2c1)c1cccnc1 is listed with 2

Remaining list, next part
SMILES	PAFAH1B2 FP inh	ZTA counter	LYPLA2 inh	EBNA-1 inh	pPAFAH FP inh	PREPL inh	PAFAH1B3 FP inh	LYPLA1 counter	PAFAH2 inh
CCC(=O)Nc1ccc(S(=O)(=O)Nc2c(NC)c3ccccc3oc2=O)cc1	-2	2	-4	9	1	-4	5	-4	-1
O=C(COc1ccccc1)Nc1nnc(S(=O)(=O)N2CCCCCC2)s1	14	-20	2	-13	4	12	8	1	5
O=[N+]([O-])c1cc(C(F)(F)F)cc([N+](=O)[O-])c1NCCCN1CCOCC1	6	4	3	-4	4	-7	5	0	7
O=c1[nH]nc2n1CCCCC2	2	-16	3	1	1	7	7	2	-5
CCN(CC)c1nc2c(s1)C(=O)CC(C)(C)C2	-1	18	-5	3	-2	1	4	1	-2
c1ccc(SCCN2CCc3ccccc3C2)cc1	-4	3	0	-10	3	2	9	-4	-12
O=[N+]([O-])c1ccc2[nH]cc(S(=O)(=O)N3CCN(c4cccc(Cl)c4)CC3)c2c1	1	0	7	-7	9	-10	-1	-10	2
CCOc1cccc2cc(C(=O)NCc3ccccc3Cl)c(=O)oc12	4	-3	-2	-2	0	2	8	-6	3
CS(=O)(=O)Nc1nc2n(n1)C(c1ccccc1)CC(c1ccccc1)N2 (stereo unspecified)	1	-2	-2	0	1	12	8	3	-6
COCCN(CC(=O)Nc1cccc(C)c1C)C(=O)c1cc2ccccc2cc1OC	-1	11	-4	.	2	-1	7	-3	-5
CCCCNC(=O)Nc1cc(C(=O)OC)ccc1Cl	1	-9	1	1	-1	16	4	-3	6
COC(=O)c1c(C)[nH]c(C(=O)OCc2csc(CC(=O)Nc3ccccc3C)n2)c1C	0	.	.	.	-4	6	9	.	-1
CN(C)c1nc(N(C)C)nc(N2CC(=O)N(c3ccccc3)C2=N)n1	3	18	0	6	-1	-3	5	0	0
C=C(C)COc1ccc(-c2ncncc2-c2ccccc2)c(O)c1	3	3	-2	1	2	-13	3	-8	0
C=CCn1c(SCc2ccc(Cl)c(Cl)c2)nnc1C(CO)NC(=O)c1ccc(OC)cc1 (stereo unspecified)	2	0	-2	10	-2	-11	-4	-1	1
CCOC(=O)c1[nH]c(C)c(C(=O)Nc2ccc3c(c2)CCC3)c1C	1	-17	1	2	0	10	6	3	2
CCN(Cc1ccccc1)C(c1cc2cc(C)cc(C)c2[nH]c1=O)c1nnnn1CCOC (stereo unspecified)	-3	11	10	1	1	-4	-4	4	3
Cc1ccc(SCCC(=O)N/N=C/c2ccncc2)cc1	.	-2	0	3	6	-10	.	0	.
Cc1ccc2c(Cl)cc(Cl)c(OCC(=O)Nc3ccc(C)c(S(=O)(=O)N(C)C)c3)c2n1	.	-13	-4	-7	6	13	.	-2	.
Cc1ccc(NC(=O)C2CCCN(S(=O)(=O)c3cnc[nH]3)C2)c(Br)c1 (stereo unspecified)	-1	-1	0	3	-2	-2	6	-2	2
CCC(C)c1ccccc1N=Cc1ccc2c(c1)OCO2 (stereo unspecified)	6	-17	7	-7	1	10	0	1	0
COc1ccc(C)cc1S(=O)(=O)N1CCN(c2cccc(C(F)(F)F)c2)CC1	3	-3	9	-3	-4	-7	7	1	7
